High-throughput results (PubChem)
FLuc modulator – qHTS profiling assay for firefly luciferase inhibitor/activator using purifed enzyme and Km concentrations of substrates (counterscreen for miR-21 project); Luciferin 4-monooxygenase (Photinus pyralis), P08659; purified FLuc, Km substrates, luminescence inhibition; Potency, µM (doses to about 57.5 µM), for inactives: at the top dose activity change, negative = inhibition, most hits filed as inhibitors; 360,000 compounds, 6.9% hits;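 note: potency is the fitted concentration of half-maximal effect; plate controls were vehicle for no effect and reference inhibitor for full effect; nearly all actives have a fitted effect of over 55% in size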
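Purified P. pyralis luciferase (10nM final) with 10uM D-luciferin and 10uM ATP (Km levels) in 50mM Tris acetate pH 7.5, 10mM Mg acetate, 0.01% Tween-20, 0.05% BSA; qHTS 6-point titration, ~60 µM downward; luminescence read.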
MBNL1 CUG block – qHTS Assay for Inhibitors of MBNL1-poly(CUG) RNA binding | Muscleblind-like protein 1 (Homo sapiens), Q9NR56 | TR-FRET MBNL1-His/biotin-(CUG)12 binding, 665/545 ratio | Potency, µM (top dose mostly 57.5 µM), for the others: at the highest dose activity change, negative = inhibition, actives largely listed as inhibitors | 280,000 compounds, 0.036% hits | AID 2675, 2010; active = well fitted inhibition curve with a large enough effect in the signal ratio, with a control signal flat, not every such curve was filed as active; inconclusive = small, poorly fitted or top-dose-only effect, or effect the other way, or a change in a side signal; inactive = no such curve, though single readings can be large or run the other way; the % refers to the signal ratio; note: potency is the fitted concentration of half-maximal effect; % is set by controls: 0 for no effect and ±100 for the full control effect
Target sequence (Q9NR56 whole entry, looked up): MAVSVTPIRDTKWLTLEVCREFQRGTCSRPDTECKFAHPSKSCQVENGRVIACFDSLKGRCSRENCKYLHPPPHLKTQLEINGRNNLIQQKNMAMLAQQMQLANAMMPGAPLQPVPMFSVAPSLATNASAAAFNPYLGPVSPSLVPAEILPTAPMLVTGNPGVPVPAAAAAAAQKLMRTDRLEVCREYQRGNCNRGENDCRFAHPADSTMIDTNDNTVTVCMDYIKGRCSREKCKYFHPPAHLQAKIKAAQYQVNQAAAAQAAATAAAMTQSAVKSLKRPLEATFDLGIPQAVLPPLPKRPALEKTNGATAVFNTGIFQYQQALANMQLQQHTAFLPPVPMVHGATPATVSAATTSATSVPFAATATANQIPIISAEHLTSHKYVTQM
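TR-FRET readout: Ex 340 nm, 665/545 nm emission ratio, normalized to buffer-only (basal) and MBNL1-(CUG)12 controls. Complex of MBNL1-His with Biotin-(CUG)12, compounds 92 nM–58 uM, incubated 60 min at room temperature.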
RORgamma inh – qHTS for inhibitors of ROR gamma transcriptional activity; Drosophila S2 Gal4-RORgamma UAS-luciferase reporter, 20 h; Potency, µM (titrated, usually from 53.6 µM), without a hit: at the top dose activity change, negative = inhibition, hits mostly inhibitors; 310,000 compounds, 5.4% hits; note: potency is the fitted concentration of half-maximal effect; % is set by controls: 0 for no effect and ±100 for the full control effect; nearly all actives have a fitted effect of over 60% in size
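Compounds are pin-transferred onto Drosophila Schneider cells expressing a copper-inducible Gal4–ROR gamma transactivation domain fusion. After 1 hr, copper sulfate is added to 700 uM final; luciferase is read 20 hr later.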
ELG1 DNA repair – qHTS screen for small molecules that inhibit ELG1-dependent DNA repair in human embryonic kidney (HEK293T) cells expressing luciferase-tagged ELG1; HEK293T ELG1-luciferase reporter, luminescence, 16 h; DNA damage induced by 5-fluorouridine; Potency, µM (top dose mostly 46.1 µM), without a hit: top-dose activity change, negative = inhibition, hits mostly inhibitors; 330,000 compounds, 2.3% hits; AID 504467, 2011; note: potency is the fitted concentration of half-maximal effect; % is set by controls: 0 for no effect and ±100 for the full control effect; nearly all actives have a fitted effect of over 55% in size
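In this reporter screen, reduction of luminescence relative to DMSO vehicle indicated activity. Compounds and 5-fluorouridine were added together to 2,000 cells per well, incubated for 16 hr at 37 °C, then developed with ONE-Glo.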
Rab9 promoter act – qHTS Assay for Rab9 Promoter Activators. 320,000 compounds, 2.8% hits. Huh7 Rab9 promoter-luciferase reporter, luminescence, 24 h. Potency, µM (series often up to 9.22 µM), without a hit: at the top dose activation, negative = inhibition, actives largely listed as activators; note: potency is the fitted concentration of half-maximal effect; % of control where 0% means no effect; nearly all actives have a fitted effect of over 60% in size
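Quantitative HTS format; Huh7 Rab9-luciferase reporter cells (1500/well) receive compound 2 h post-plating, incubate 24 h at 37 °C, then get luciferase reagent for 10 min before luminescence reading.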
Gal4-VP16 FLuc – VP16 counterscreen qHTS for inhibitors of ROR gamma transcriptional activity | Drosophila S2 Gal4-VP16 UAS-luciferase, luminescence, 20 h | Potency, µM (highest dose often 53.6 µM), inactives show top-dose activity, negative = inhibition, usual class: inhibitors | 310,000 compounds, 3.5% hits | AID 2546, 2010;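 note: Gal4-VP16 expression switched on by copper sulfate through the metallothionein promoter; potency is the fitted concentration of half-maximal effect; % is set by controls: 0 for no effect and ±100 for the full control effect; nearly all actives have a fitted effect of over 50% in size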
KCNH2 3.1 inh – qHTS for Inhibitors of KCHN2 3.1: Mutant qHTS; Potassium voltage-gated channel subfamily H member 2, brain isoform KCNH2 3.1 (human); U2OS KCNH2 3.1, thallium flux FluxOr; active compounds read low; activity change, % (tested at about 1.8 µM); 340,000 compounds, 0.95% hits; AID 720553, 2013;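 active = maximum activity change below -70%; inconclusive = maximum activity change from -70% to -50%; inactive = maximum activity change above -50%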;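 note: thallium influx rate constant from kinetic fluorescence after stimulation buffer; % is set by controls: 0 for no effect and ±100 for the full control effect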
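FluxOr-based Tl+ influx in U2OS cells transduced with KCNH2 3.1 virus; rate constants normalized to DMSO controls.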
Mito fusion yeast – qHTS Assay for Small Molecule Inhibitors of Mitochondrial Division or Activators of Mitochondrial Fusion; S. cerevisiae fusion-defective mutant growth rescue, CellTiterGlo 48 h; Potency, µM (series often up to 46.1 µM), inactives show at the top dose growth rescue (activation), hits mostly activators; 320,000 compounds, 0.23% hits; AID 485298, 2010;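 note: potency is the fitted concentration of half-maximal effect; % of control where 0% means no effect; nearly all actives have a fitted effect of over 45% in size; temperature-sensitive fusion mutants such as fzo1-1 at 37 °C on non-fermentable ethanol glycerol medium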
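Yeast fusion mutant, YPEG (non-fermentable carbon), compound, 48 h at 37C non-permissive; CellTiterGlo added, 10 min RT, luminescence read. Rescued growth = division inhibition.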
NPC1 promoter act – qHTS Assay for NPC1 Promoter Activators; Huh7 NPC1 promoter luciferase reporter, 24 h; Potency, µM (top dose mostly 9.22 µM), without a hit: at the highest dose activation, most hits filed as activators; 320,000 compounds, 2.4% hits;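 note: potency is the fitted concentration of half-maximal effect; % of control where 0% means no effect; nearly all actives have a fitted effect of over 60% in size; reporter is driven by a mutant NPC1 promoter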
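Luminescence read-out of NPC1 promoter-driven luciferase in stably transfected Huh7 cells; compounds delivered in DMSO and left 24 h at 37C, 5% CO2, qHTS titration format.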
PKM2 act – qHTS Assay for Activators of Human Muscle isoform 2 Pyruvate Kinase; Pyruvate kinase PKM (Homo sapiens), P14618; purified PKM2, Kinase-Glo ATP luminescence, activation; response scale: 0% is enzyme alone, no compound; Potency, µM (doses to about 57.5 µM), without a hit: top-dose activation, most hits filed as activators; 260,000 compounds, 0.34% hits; note: potency is the fitted concentration of half-maximal effect; % is set by controls: 0 for no effect and ±100 for the full control effect; nearly all actives have a fitted effect of over 55% in size
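hPK-M2, >95% pure; 0.1 mM ADP / 0.5 mM PEP final; imidazole pH7.2 buffer w/ 7 mM MgCl2, 50 mM KCl; 1 h RT; Kinase-Glo lum. Intermediate enzyme activity for dual inhibitor/activator qHTS.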
Menin-MLL TR inh – qHTS Assay for Inhibitors Targeting the Menin-MLL Interaction in MLL Related Leukemias: Competition With Texas Red Labeled MLL-derived Mutant Peptide. AID 1768, 2009. Potency, µM (titrated, usually from 61.6 µM), for inactives: at the top dose FP activity change, negative = inhibition, most hits filed as inhibitors. O00255. Menin + Texas Red MLL mutant peptide, fluorescence polarization. 270,000 compounds, 0.23% hits; active = well fitted inhibition curve with a large enough effect in the polarisation, with a control signal flat, not every such curve was filed as active; inconclusive = small, poorly fitted or top-dose-only effect, or effect the other way, or a change in a side signal; inactive = no such curve, though single readings can be large or run the other way; the % refers to the polarisation; note: potency is the fitted concentration of half-maximal effect; % of control where 0% means no effect; many of its hits are not listed in these tables
Target sequence (O00255 whole entry, looked up): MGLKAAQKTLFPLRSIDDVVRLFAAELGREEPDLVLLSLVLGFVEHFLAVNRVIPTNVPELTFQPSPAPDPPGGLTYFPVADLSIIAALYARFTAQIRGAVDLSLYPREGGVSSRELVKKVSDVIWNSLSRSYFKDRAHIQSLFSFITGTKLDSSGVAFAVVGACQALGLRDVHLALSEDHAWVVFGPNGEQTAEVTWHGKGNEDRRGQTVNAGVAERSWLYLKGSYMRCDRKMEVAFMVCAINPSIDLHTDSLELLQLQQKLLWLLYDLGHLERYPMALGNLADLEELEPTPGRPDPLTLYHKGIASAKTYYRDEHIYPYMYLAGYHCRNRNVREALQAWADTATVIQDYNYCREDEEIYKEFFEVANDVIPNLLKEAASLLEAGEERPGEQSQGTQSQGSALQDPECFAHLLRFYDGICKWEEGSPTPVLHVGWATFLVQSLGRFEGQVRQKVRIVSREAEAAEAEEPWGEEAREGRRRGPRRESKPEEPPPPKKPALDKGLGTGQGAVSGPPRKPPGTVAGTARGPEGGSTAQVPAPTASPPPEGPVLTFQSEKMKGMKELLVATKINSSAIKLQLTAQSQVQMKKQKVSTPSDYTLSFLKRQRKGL
* hit, by the source's call; ? = inconclusive; · = no result given; [ ] = remark or other dose. Unless noted, calls come from the whole dose curve; as a rule, active = well fitted curve in the direction sought with a large enough effect; inconclusive = small, poorly fitted or top-dose-only effect, or another doubt; inactive = no such curve, though single readings can be large; an effect the other way counts as inactive or inconclusive. An excerpt, so the mix of outcomes need not match the whole.

Results follow in this order: FLuc modulator | MBNL1 CUG block | RORgamma inh | ELG1 DNA repair | Rab9 promoter act | Gal4-VP16 FLuc | KCNH2 3.1 inh | Mito fusion yeast | NPC1 promoter act | PKM2 act | Menin-MLL TR inh
- Cc1sc2nc(C)n(/N=C/c3ccccc3)c(=O)c2c1C
 : 5%[2.3 µM] | -8% | 26% | 0% | -3% | 7% | 9 | 1% | -1% | 3% | -11%
- CC(=O)c1cccc(NC(=O)C(C)OC(=O)CCC2CCCCC2)c1 (stereo not given)
 : -20% | · | · | 20% | -1% | · | 5 | 15% | -2% | · | ·
- CC(NC(=O)Cc1ccc(NS(=O)(=O)c2cccc(C(F)(F)F)c2)cc1)c1ccccn1 (stereo not given)
 : 1% | 0% | 6% | 1% | -3% | 1% | 11 | ? | -1% | -1% | 15%
- COc1ccc(C(=O)NCc2ncccc2C)cc1OC1CCN(C(C)=O)CC1
 : -1% | -7% | -8% | 1% | 3% | 1% | 9 | 2% | 1% | 7% | -3%
- Cc1cc(=O)oc(C)c1C(=O)NCC1COc2ccccc2O1 (stereo not given)
 : 3% | 6% | 7% | -9% | 0% | 6% | -1 | 0% | 0% | 7% | -14%
- Cc1ccc(C(=O)n2cnnc2N)cc1C
 : 1% | -8% | -20% | 22% | 1% | 16% | · | -1% | 10% | -5% | 25%
- CCC1(CC)NC(=O)N(CC(=O)OCC(=O)Nc2ccccc2[N+](=O)[O-])C1=O
 : -1% | ? | -1% | -6% | 5% | -3% | -4 | -6% | 1% | 6% | -3%
- COc1ccc(CN2C(=O)CCCc3ccccc32)cc1
 : -2% | -4% | 1% | -19% | -4% | 1% | 2 | 4% | -13% | -3% | 2%
- Nc1nc(-c2ccco2)nn1S(=O)(=O)c1ccc(Cl)cc1
 : -2% | -9% | 16% | 1% | -8% | -3% | 5 | 3% | -8% | 2% | 10%
- CCOC(=O)c1cnc(SCC(=O)Nc2ccc(N3CCOCC3)cc2)nc1N
 : -2% | -3% | 8% | -1% | -8% | 11% | · | -4% | 7% | 0% | 2%
- Cc1cccc(C)c1NC(=O)CNC(=O)Cc1ccc(Br)cc1
 : 1% | -2% | 10% | -5% | 0% | 5% | 4 | 1% | -4% | -4% | -3%
- COc1cccc(Cn2nnc(C(=O)Nc3cc(Cl)ccc3OC)c2N)c1
 : 0% | 0% | 22% | ? | 0% | 5% | -9 | 4% | 6% | -5% | ?
- O=C(CNC(=O)c1ccccc1)OCC(=O)N1N=C(c2ccc(Cl)cc2)CC1c1ccco1 (stereo not given)
 : -4% | · | -32% | 10% | 5% | -3% | 11 | 1% | 1% | 5% | 0%
- COCCNC(=O)CSc1nc2cc3c(cc2c(=O)n1Cc1ccco1)OCO3
 : -1% | -9% | ? | ? | -4% | -11% | -10 | 1% | 0% | 10% | -6%
- O=C(Nc1ccc(Cl)cc1)Nc1nc(-c2sccc2Br)cs1
 : -2% | 12% | -44% | ? | -1% | ? | -16 | 4% | -2% | 1% | ?
- O=C(COc1ccc(F)cc1)NN1C(=O)CSC1=S
 : -13% | 0% | ? | 10% | 5% | 1% | 2 | 4% | -2% | -1% | 6%
- CC1=C(C(=O)OCCOC(C)C)C(c2cccnc2)C2=C(CCCC2=O)N1 (stereo not given)
 : 5% | 12% | 1% | -1% | 2% | -14% | -1 | -5% | 1% | 3% | ?
- O=C(N/N=C/c1ccccc1F)c1ccc(COc2ccccc2Cl)o1
 : ? | -5% | 18% | -6% | -4% | -3% | -15 | -9% | -2% | 3% | 8%
- CCn1nc(C)c(CN2CCc3c([nH]c4ccccc34)C2C(C)(C)C)c1C (stereo not given)
 : 0% | -3% | -31% | -14% | 15% | -15% | 9 | 4% | 2% | 0% | -1%
- O=C(Nc1ccc(Cl)cc1Cl)c1ccc(Br)o1
 : 13µM* | -1% | 1% | ? | ? | 20% | -8 | -2% | 2.2µM* | -1%[11.5 µM] | -3%
- O=C(N/N=C/c1cccc2ccccc12)c1ccncc1
 : ? | ? | -22% | 8% | -7% | -4% | -5 | 0% | 3% | 1% | 15%
- CCc1nc(SCC(=O)N2CCCc3ccccc32)c2oc3ccccc3c2n1
 : -15% | -3% | 39% | ? | 7% | -18% | -13 | 16% | -11% | 5% | 3%
- Cc1cc([N+](=O)[O-])cnc1Sc1nccn1C
 : -2% | ? | -13% | 3% | -1% | 0% | 1 | -3% | 3% | 6% | -4%
- CCN1C(=O)[C@H]2[C@@H](c3ccc(C)cc3)N3C(=O)N(c4cccc(C)c4)C(=O)[C@@]3(Cc3ccccc3)[C@H]2C1=O
 : 3% | -21% | -3% | -3% | -2% | -3% | 6 | 0% | -10% | 4% | 22%
- CC(C)[C@H](NC(=O)OC(C)(C)C)c1nnc(S(=O)(=O)Cc2c(F)cccc2Cl)o1
 : -13% | -9% | 4.5µM* | -5% | -6% | 5µM* | 2 | -13% | -6% | 25% | -6%
- CSc1ccc(/C=C/C(=O)c2ccc(O)cc2)cc1
 : 3µM* | 0% | 0.5µM* | ? | ? | 1.1µM* | 3 | 29% | 24% | -25% | ?
- CCCCc1cc(=O)oc2c(CN3CCCC3)c(O)ccc12
 : 0% | 22% | 6% | -4% | 2% | 1% | -2 | 9% | 1% | -13% | 2%
- CCOC(=O)Cn1c(=O)c2c(nc3n2CCN3c2ccc(C)cc2)n(C)c1=O
 : 1% | -4% | -18% | -3% | -3% | -9% | · | 5% | 1% | -2% | -14%
- CCOC(=O)CCc1c(C)c2ccc(O)cc2oc1=O
 : -3% | 6% | -8% | -6% | -3% | 1% | -1 | 4% | 2% | 0% | -5%
- CCCCN(C(=O)CN1CCOCC1)c1c(N)n(CC(C)C)c(=O)[nH]c1=O
 : -1% | -2% | -40% | 13% | 1% | 5% | 9 | -3% | -2% | 10% | -6%
- CC(/C=C/c1ccc(OCc2ccccc2)cc1)=N\O
 : 2.4µM* | · | -17% | ? | 2.8µM* | -9% | 16 | 6% | 2.8µM* | -5% | 12%
- Cn1c(N)c(S(=O)(=O)NCc2ccc(Cl)cc2)c(=O)n(C)c1=O
 : -1% | -2% | 0% | 6% | 0% | 2% | -9 | 2% | 2% | 6% | 0%
- COC(=O)C(NC(C)=O)(Nc1ccccn1)C(F)(F)F (stereo not given)
 : 8% | 0% | -2% | 5% | 0% | -7% | 6 | -1% | -4% | 0% | 2%
- O=C(/C=C/c1ccc(F)cc1)N1CCN(c2ncccn2)CC1
 : ? | 11% | 10% | 21% | 9% | 17%[10 µM] | 5 | 1% | 12% | -8% | -8%
- CCN(CC)c1ccc(C=NCCNS(=O)(=O)c2ccc(C)cc2)cc1
 : -2% | ? | 104% | 0% | 1% | ? | -11 | -3% | 0% | 1% | ?
- CC1CCCN(C(=O)COC(=O)/C=C/c2ccc(C(F)(F)F)cc2)C1 (stereo not given)
 : · | · | · | 1% | 1% | · | -2 | 5% | 1% | · | ·
- COc1ccc(C(=O)Nc2ccccc2C(=O)NC(Cc2c[nH]c3ccccc23)C(=O)O)cc1 (stereo not given)
 : 15µM* | -7% | 28% | 16% | -3% | -4% | 0 | 1% | 2% | -4% | ?
- COC(=O)c1sc(=S)n(-c2cccc(Cl)c2)c1N
 : ? | 5% | 0% | 23% | -4% | -8% | -3 | 8% | 2% | -4% | -21%
